High-throughput results deposited in PubChem by National Center for Advancing Translational Sciences (NCATS).
Cycloheximide cs: affects cycloheximide protein synthesis inhibition readout, counter-screen; actives 12% (n = 300,000); cell reporter, cycloheximide protein synthesis inhibition counterscreen; max response, %; in the data active means max response mostly above about 13%, no sharp cut-off; inactive means mostly below about 14%; further: read at 38.3 µM for the half of the compounds with a filed dose; 0% is about no effect
Tb PYK inh: inhibitors of Trypanosoma brucei pyruvate kinase | Potency, µM (top dose mostly 76.8 µM), for inactives: at the top dose activity, negative = inhibition, hits mostly inhibitors | TbPYK enzyme, Kinase-Glo Plus ATP luminescence, 45 min | actives 0.12% (n = 410,000) | Q57TT1; further: potency means the concentration at half of the fitted maximal effect; on the % scale 0 is the no-effect control and ±100 the full control effect; nearly all actives have a fitted effect of over 50% in size
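Readout: single end-point luminescence (Kinase-Glo Plus, 10 min). Reaction conditions were TbPYK/substrate plus 130 uM ADP, 45 min at RT, pH 7.2 TEA buffer. No-enzyme wells served as controls, and data were normalized before concentration-response fitting.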
AMA1 RON2 block: disrupts binding of P. falciparum AMA1 to RON2; AlphaScreen AMA1-biotinylated RON2 peptide binding; Potency, µM (top dose mostly 58.2 µM), for inactives: at the top dose activity change, negative = inhibition, actives largely listed as inhibitors; actives 0.2% (n = 360,000); AID 720542;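 further: potency means the concentration at half of the fitted maximal effect; 0% = vehicle wells and -100% = peptide control; nearly all actives have a fitted effect of over 45% in size; some results filed as inactive show a strong effect at the top dose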
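AMA1 (3D7) with his tag at 25 nM final met compounds first, then biotinylated RON2 peptide at 25 nM; detection used donor plus acceptor beads, 10 µg/mL apiece, read by AlphaScreen after 30 min at room temperature.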
Pf growth 96h: inhibits malaria parasite growth, 96 h; Potency, µM (highest dose often 28.7 µM), without a hit: at the top dose activity change, negative = inhibition, actives largely listed as inhibitors; P. falciparum luciferase reporter growth, 96 h; actives 6.9% (n = 320,000); further: potency means the concentration at half of the fitted maximal effect; on the % scale 0 is the no-effect control and ±100 the full control effect
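Two-generation exposure (96 h) targets delayed-death phenotype. Reporter parasites carrying integrated firefly luciferase, in red cells at 2% hematocrit and 0.05% parasitemia final, kept at 37 C, 5% CO2; luminescence loss indicates inhibition.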
Pf growth 48h: inhibits P. falciparum growth in the first generation, 48 h | P. falciparum luciferase growth in erythrocytes, 48 h | actives 5.9% (n = 310,000) | Potency, µM (series often up to 28.7 µM), for the others: top-dose activity change, negative = inhibition, actives largely listed as inhibitors; further: potency means the concentration at half of the fitted maximal effect; on the % scale 0 is the no-effect control and ±100 the full control effect
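Luciferase-expressing P. falciparum in infected erythrocytes (2% hematocrit, 0.1% parasitemia final) in RPMI 1640/0.5% Albumax were exposed to compound for 48 hours at 37 C, 5% CO2; growth read as luminescence.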
Shiga toxin inh: Shiga toxin inhibition; AID 2315; Vero cells, Shiga toxin protein synthesis inhibition reporter; inhibition, % at 38.7 µM; actives 9.2% (n = 290,000); in the data active means inhibition mostly above about 28%, no sharp cut-off; inactive means mostly below about 43%; further: 0% is about no effect
LmPK inh: blocks Leishmania mexicana pyruvate kinase activity. Q27686. actives 0.37% (n = 290,000). AID 1721. purified LmPK, Kinase-Glo ATP luminescence, 1 h. Potency, µM (highest dose often 57.5 µM), without a hit: at the highest dose activity change, negative = inhibition, usual class: inhibitors; further: potency means the concentration at half of the fitted maximal effect; on the % scale 0 is the no-effect control and ±100 the full control effect
Target sequence (Q27686 whole entry, looked up): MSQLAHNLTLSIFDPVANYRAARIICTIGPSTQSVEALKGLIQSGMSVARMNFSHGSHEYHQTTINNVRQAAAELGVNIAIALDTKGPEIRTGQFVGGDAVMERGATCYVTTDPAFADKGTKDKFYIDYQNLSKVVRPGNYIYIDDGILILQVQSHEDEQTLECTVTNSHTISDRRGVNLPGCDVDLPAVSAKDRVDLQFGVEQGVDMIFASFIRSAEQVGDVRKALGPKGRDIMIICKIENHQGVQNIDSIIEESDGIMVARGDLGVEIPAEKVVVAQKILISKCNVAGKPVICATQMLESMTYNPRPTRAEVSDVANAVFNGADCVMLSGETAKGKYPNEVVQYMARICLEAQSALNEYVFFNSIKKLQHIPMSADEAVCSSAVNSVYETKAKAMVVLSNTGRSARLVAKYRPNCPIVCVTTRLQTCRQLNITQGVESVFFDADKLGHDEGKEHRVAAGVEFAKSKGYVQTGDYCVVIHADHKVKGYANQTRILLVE
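Pyruvate kinase activity monitored as ATP production (luciferase luminescence). Conditions: 0.1 nM enzyme, 0.5 mM PEP, 0.1 mM ADP, 1 h, RT; normalized against uninhibited and no-enzyme wells.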
Starred values were filed as active, the others as inactive; ? = inconclusive; . = no result given; & = joins results of further samples; [ ] = another dose, or the depositor's remark. Unless noted, the call rests on the fitted dose curve; in most records, active means well fitted curve in the direction sought with a large enough effect; inconclusive means small, poorly fitted or top-dose-only effect, or another doubt; inactive means no such curve, though single readings can be large; an effect the other way counts as inactive or inconclusive.

# | Compound | AMA1 RON2 block | LmPK inh | Cycloheximide cs | Pf growth 96h
1 | NNC(=O)c1oc2nc(-c3cccs3)cc(-c3ccco3)c2c1N | . | -2% | -4 | ?
2 | COc1cc(OC)c(N(C)S(=O)(=O)c2cccc(C(=O)OCC(=O)c3c[nH]c4ccccc34)c2)cc1Cl | 18% | 0% | -4 | ?
3 | Cc1cc(C)nc(NC(N)=S)n1 | -14% | -3% | -1 | 17%
4 | CCC(NC(=O)CN1CCN(C(=O)c2cccs2)CC1)c1ccc(C)cc1 (centres undefined) | 8% | . | . | 5%
5 | CCN(c1ccccc1)C1(O)C(=O)c2ccccc2C1=O | 3% | 2% | -1 | ?
6 | CC(=O)CCS(=O)(=O)c1ccc(NC(C)=O)cc1 | -3% | 0% | 11 | -23%
7 | O=C1NC(NS(=O)(=O)c2ccccc2)(C(F)(F)F)C(=O)N1c1cccc(Cl)c1 (centres undefined) | 0% | -3% | -5 | 7%
8 | CCCc1cc(=O)oc2cc(OCc3ccc(OC)cc3)c(Cl)cc12 | 1% | 4% | 6 | -11%
9 | CCOC(=O)N1CCN(C(=O)CN(c2cccc(C(F)(F)F)c2)S(C)(=O)=O)CC1 | 0% | 1% | -9 | -30%
10 | O=C(NCCCn1ccnc1)Nc1ccc(Cl)cc1 | -5% | 0% | 20 | 2%

# | Tb PYK inh | Pf growth 48h | Shiga toxin inh
1 | . | ? | -8
2 | -2% | 1.9µM* | 19
3 | 3% | -6% | -7
4 | -7% | 1% | .
5 | -1% | 15% | -9
6 | 2% | . | -5
7 | 3% | -17% | -3
8 | -3% | 15% | -12
9 | -1% | -6% | -11
10 | -2% | 0% | 30

Continuation.
# | Compound | AMA1 RON2 block | LmPK inh | Cycloheximide cs | Pf growth 96h
11 | O=C(O)c1ccccc1OC(=O)C12CC3CC(CC(C3)C1)C2 | 13% | -2% | -5 | 175%[activator]
12 | COCC(=O)NNS(=O)(=O)c1ccccc1[N+](=O)[O-] | -17% | -10% | -1 | ?
13 | COc1ccc(CCN2C(=O)CC(N3CCOCC3)C2=O)cc1 (centres undefined) | 0% | 2% | -3 | ?
14 | Cc1nnc(SCC(=O)Nc2cc(C(N)=O)cc(C(N)=O)c2)n1-c1ccccc1 | -10% | -2% | 1 | 48%[activator]
15 | Cc1nn(C)c(C)c1NC(=O)CN1CCC(O)(c2ccc3c(c2)OCO3)CC1 | 13% | -1% | 2 | 10µM*
16 | CCOc1cccc(NC(=O)/C(C#N)=C/c2cccnc2)c1 | -1% | 4% | -3 | -3%
17 | COc1ccc(C(=O)c2ccc(CC(=O)O)s2)cc1 | -2% | 1% | 6 | ?
18 | COC(=O)CN(C)C(=O)c1cccc(OC2CCN(S(=O)(=O)N(C)C)CC2)c1 | 3% | 0% | 3 | -10%
19 | O=C(Cc1cccc2ccccc12)N/N=C/c1ccc(Sc2nc3ccccc3s2)o1 | 9% | 5% | 5 | ?
20 | CCOc1ccc(C(=O)NCCCCNC(=O)c2ccc(OCC)cc2)cc1 | -11% | -2% | 7 | 5%

# | Tb PYK inh | Pf growth 48h | Shiga toxin inh
11 | -4% | -2% | -6
12 | -11% | 14% | -14
13 | 4% | ? | -1
14 | -6% | 10% | -14
15 | -9% | 11% | -7
16 | 4% | -11% | 9
17 | -8% | 6.6µM* | 9
18 | -14% | 4% | 2
19 | -5% | ? | 5
20 | -3% | 44%[activator] | 7

Next part
# | Compound | AMA1 RON2 block | LmPK inh | Cycloheximide cs | Pf growth 96h
21 | CCOC(=O)c1c(C)n(-c2ccc(C)cc2)c2ccc(OCC(O)CNCC3CCCO3)cc12 (centres undefined) | -30% | -2% | -8 | 3.3µM*
22 | CCOC(=O)CSC1=NN2CCS(=O)(=O)N=C2S1 | 3% | 6% | 1 | 25%
23 | CC(NC(=O)c1ccccc1C(=O)O)c1ccc(-n2ccnc2)cc1 (centres undefined) | -4% | 2% | -2 | ?
24 | COc1cccc(C(=O)Nc2ncc3c(n2)CC(c2ccc(OC)cc2OC)CC3=O)c1 (centres undefined) | 10% | 3% | -2 | 41%[activator]
25 | CCSc1ccccc1C(=O)Nc1ccc2c(c1)OCO2 | 0% | -15% | 22* | 22%
26 | CCOC(=O)c1cnc2ccccc2c1Nc1cc(C(=O)O)ccc1C | -1% | 0% | 10 | 6%
27 | Cc1cc(CNC(=S)Nc2ccc(Br)cc2Cl)nn1C | 9% | 3% | 8 | -4%
28 | COc1cc(C#N)c(NC(=S)N2CCOCC2)cc1OC | . | 1% | 11 | 11%
29 | COCCN1C(=O)C(CC(=O)Nc2ccc(C(C)=O)cc2)SC1=Nc1ccccc1 (centres undefined) | -1%&5% | 3% | -1 | ?
30 | CC(C(=O)O)N1c2cccc3cccc(c23)S1(=O)=O (centres undefined) | 0% | -6% | 7 | ?

# | Tb PYK inh | Pf growth 48h | Shiga toxin inh
21 | 11% | ? | -11
22 | -9% | 1% | -8
23 | -3% | 0% | 14
24 | 2% | ? | 13
25 | -5% | 20% | 45
26 | 5% | -24% | 19
27 | -6% | 15% | 7
28 | . | 11% | 18
29 | 1%&-1% | ? | -18
30 | -3% | 7% | -3

(more compounds)
# | Compound | AMA1 RON2 block | LmPK inh | Cycloheximide cs | Pf growth 96h
31 | O=C(NCCOc1ccccc1F)C1CCC(=O)N(CCc2cccc(F)c2)C1 (centres undefined) | 4% | 5% | 2 | 15µM*
32 | OC(CNC1CCCC1)COc1ccc(Cl)cc1 (centres undefined) | -2% | 1% | -2 | -53%
33 | Cc1cc(C)n(-c2nc3c(c(=O)[nH]c(=O)n3C)n2Cc2cccc(Br)c2)n1 | 8% | -3% | 4 | 3%[5.75 µM]
34 | COCCCNC(=O)c1ccccc1-c1cc(C)no1 | 9% | -4% | -1 | 57%[activator]
35 | COc1ccc(/C=N/NC(=O)c2sc3nc(C)cc(C)c3c2N)cc1 | -3% | 0% | 8 | 21%
36 | CCOc1ccccc1NC(=O)CCc1nnc2ccc(NCc3ccco3)nn12 | 1% | -6% | 2 | 8.3µM*
37 | Cc1c(Nc2nc3ccccc3n3cnnc23)cccc1[N+](=O)[O-] | -3% | 0% | 2 | -6%
38 | CCOC(=O)C1CCCN(CC(=O)Nc2ccc(C(=O)Nc3ccccc3OC)cc2)C1 (centres undefined) | -17% | . | . | ?
39 | Cc1cccnc1NC(=O)CCNS(=O)(=O)c1ccc2c(c1)c(=O)n(C)c(=O)n2C | 23% | -1% | -9 | -13%
40 | CCCCn1c(N)c(N(CCOC)C(=O)CSCc2c(C)noc2C)c(=O)[nH]c1=O | -9% | -1% | -6 | -11%

# | Tb PYK inh | Pf growth 48h | Shiga toxin inh
31 | 3% | ? | 8
32 | -1% | 15µM* | -6
33 | -5% | ? | 84*
34 | -3% | 31%[activator] | 1
35 | 0% | -11% | 20
36 | -1% | -9% | -10
37 | 7% | 52%[activator] | -14
38 | 5% | 12µM* | .
39 | -5% | 21% | 3
40 | 0% | ? | -4

7 compounds already listed, sorted by number of heavy atoms, rising:
# | Compound | AMA1 RON2 block | LmPK inh | Cycloheximide cs | Pf growth 96h
32 | OC(CNC1CCCC1)COc1ccc(Cl)cc1 (centres undefined) | -2% | 1% | -2 | -53%
30 | CC(C(=O)O)N1c2cccc3cccc(c23)S1(=O)=O (centres undefined) | 0% | -6% | 7 | ?
25 | CCSc1ccccc1C(=O)Nc1ccc2c(c1)OCO2 | 0% | -15% | 22* | 22%
11 | O=C(O)c1ccccc1OC(=O)C12CC3CC(CC(C3)C1)C2 | 13% | -2% | -5 | 175%[activator]
23 | CC(NC(=O)c1ccccc1C(=O)O)c1ccc(-n2ccnc2)cc1 (centres undefined) | -4% | 2% | -2 | ?
20 | CCOc1ccc(C(=O)NCCCCNC(=O)c2ccc(OCC)cc2)cc1 | -11% | -2% | 7 | 5%
2 | COc1cc(OC)c(N(C)S(=O)(=O)c2cccc(C(=O)OCC(=O)c3c[nH]c4ccccc34)c2)cc1Cl | 18% | 0% | -4 | ?

# | Tb PYK inh | Pf growth 48h | Shiga toxin inh
32 | -1% | 15µM* | -6
30 | -3% | 7% | -3
25 | -5% | 20% | 45
11 | -4% | -2% | -6
23 | -3% | 0% | 14
20 | -3% | 44%[activator] | 7
2 | -2% | 1.9µM* | 19

(cont.)
# | Compound | AMA1 RON2 block | LmPK inh | Cycloheximide cs | Pf growth 96h
41 | CC(NC(=O)Nc1ccccc1)C(c1cccs1)N1CCN(c2ccccc2)CC1 (centres undefined) | -1% | 4% | -1 | 17%
42 | CCC(=O)c1cc(-c2nc3ccccc3n2C)n(C)c1 | -20% | 5% | 1 | .
43 | Cc1ccccc1Nc1ncnc2c1cnn2-c1ccccc1 | -2% | 7% | 48* | 3%
44 | COc1cccc(NC(=O)CN(C)S(=O)(=O)c2ccc3c(c2)CCC(=O)N3)c1 | -4% | 1% | -2 | 7.4µM*
45 | COc1ccc2c(c1)C1CC(C)(NC(=O)C1S(=O)(=O)c1ccc(F)cc1)O2 (centres undefined) | 19% | 3% | -4 | -20%
46 | Cc1cc(=O)oc2cc(OCC(=O)Nc3nnc(C4CC4)s3)ccc12 | 4% | 1% | 0 | 24%
47 | COc1cc(C(=O)Nc2c(C(=O)O)[nH]c3ccc(Br)cc23)cc(OC)c1OC | -1% | 3% | 5 | 31%[activator]
48 | Cc1cc(OCCCn2ccnc2)cc(C)c1Cl | -4% | 6% | -2 | .
49 | COc1ccc(NC(=O)Nc2ccc(CC(=O)O)cc2)cc1 | -3% | -4% | 1 | -2%
50 | Cn1ccnc1SCC(=O)Nc1ccc2ccccc2c1 | -12% | -5% | 42* | -8%

# | Tb PYK inh | Pf growth 48h | Shiga toxin inh
41 | 4% | 10% | -5
42 | 1% | 13% | 13
43 | -5% | -16% | 70*
44 | -1% | 17% | 1
45 | -8% | 5% | 17
46 | 2% | -7% | -2
47 | -5% | ? | -5
48 | 3% | ? | -14
49 | -2% | 17% | -20
50 | 3% | 192%[activator] | 48*

(further entries)
# | Compound | AMA1 RON2 block | LmPK inh | Cycloheximide cs | Pf growth 96h
51 | O=C(CN1CCSCC1)N/N=C/c1cccc(Cl)c1 | -22% | 0% | 15* | 30%[activator]
52 | COc1cccc(C(=O)Nc2c(F)cccc2F)c1 | 10% | 1% | -2 | 53%[activator]
53 | Cc1onc(-c2ccccc2)c1C(=O)OCCOc1cccc(Cl)c1 | 29% | 2% | -2 | ?
54 | COc1ccccc1N(C(=O)CNS(=O)(=O)c1ccccc1)C(C(=O)NCc1ccco1)C(C)C (centres undefined) | 9% | 4% | 2 | 5.2µM*
55 | Cc1cc(C)n2nc(C(=O)N/N=C/c3ccc(O)cc3)nc2n1 | -13% | -6% | -1 | -18%
56 | CC1=C(C(N)=O)C(c2cccnc2)n2nc(SCc3ccccc3Cl)nc2N1 (centres undefined) | 4% | 0% | -2 | ?
57 | COc1ccc(CNC(=O)CN(C(=O)CCC(=O)Nc2nccs2)c2cccc(C)c2)cc1 | 13% | -1% | -2 | -4%

# | Tb PYK inh | Pf growth 48h | Shiga toxin inh
51 | -4% | 21% | 11
52 | -2% | 18% | 4
53 | 1% | ? | 8
54 | -5% | ? | -14
55 | 3% | 17% | -19
56 | -5% | 7% | 29
57 | -1% | 3% | -5
